Screening data as filed in PubChem BioAssay.
APEX1 inh – blocks human APE1 abasic DNA cleavage | P27695 | recombinant APE1, TAMRA/BHQ-2 abasic DNA cleavage fluorescence | Potency, µM (doses to about 65.8 µM), for the others: at the top dose activity change, negative = inhibition, usual class: inhibitors | actives 0.35% (n = 350,000) | AID 2517;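 further: potency means the concentration at half of the fitted maximal effect; plate controls were vehicle for no effect and reference inhibitor for full effect; nearly all actives have a fitted effect of over 55% in size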
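Endonuclease cleavage of a quenched abasic-site DNA duplex (50 nM) by APE1 (0.75 nM) was tracked by TAMRA dequenching. Compounds were preincubated with enzyme 15 min at room temperature; data normalized to buffer-only and DMSO wells plus NSC13755 control.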
RGS4 inhibitor – human RGS4 inhibition; P49798; Transcreener GDP fluorescence polarization, RGS4-accelerated GTP hydrolysis; Potency, µM (highest dose often 114 µM), without a hit: top-dose activity change, negative = inhibition, actives largely listed as inhibitors; actives 0.039% (n = 390,000); AID 504845; further: potency means the concentration at half of the fitted maximal effect; on the % scale 0 is the no-effect control and ±100 the full control effect; nearly all actives have a fitted effect of over 75% in size; some results filed as inactive show a strong effect at the top dose
Target sequence (P49798 whole entry, looked up): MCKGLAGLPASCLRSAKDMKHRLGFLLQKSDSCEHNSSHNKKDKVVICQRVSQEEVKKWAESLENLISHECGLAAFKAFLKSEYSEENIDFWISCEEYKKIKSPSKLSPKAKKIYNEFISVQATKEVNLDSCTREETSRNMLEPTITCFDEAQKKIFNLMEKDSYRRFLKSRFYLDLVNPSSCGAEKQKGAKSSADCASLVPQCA
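MLSMR compounds (23 nl, pin-transferred) preincubated 10 min at room temperature with a 500nM (2x) first reagent, then RGS4 at 900nM (2x) plus Transcreener GDP mix added; fluorescence polarization (620/688 nm) read before and after 90 min at 30 °C.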
ALOX12 inh – blocks human arachidonate 12S-lipoxygenase; P18054; purified 12hLO, xylenol orange hydroperoxide absorbance; Potency, µM (doses to about 108 µM), without a hit: top-dose activity change, negative = inhibition, hits mostly inhibitors; actives 1.1% (n = 580,000); AID 1671190; further: potency means the concentration at half of the fitted maximal effect; on the % scale 0 is the no-effect control and ±100 the full control effect
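Hydroperoxide product was detected by ferrous iron/xylenol orange as the 573 to 405 nm absorbance ratio. Arachidonic acid at 40 uM (final) was turned over for 30 min at room temperature by 150 nM human 12hLO, pH 7.0 Hepes buffer, after 15 min compound preincubation.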
Pol kappa inh – inhibitors of human DNA polymerase kappa; purified Pol kappa, fluorescent DNA synthesis assay, 10 min; actives 0.53% (n = 400,000); Q9UBT6; Potency, µM (highest dose often 107 µM), without a hit: top-dose activity, negative = inhibition, usual class: inhibitors; AID 588579; further: potency means the concentration at half of the fitted maximal effect; on the % scale 0 is the no-effect control and ±100 the full control effect
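Readout: fluorescence, taken kinetically at 0 and 10 min. Conditions: 10 nM Pol kappa, 15 min RT compound preincubation, 50 nM substrate final. Controls: enzyme-free buffer wells.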
Apoferritin bind – binds horse apoferritin like a general anesthetic; P02791; actives 0.074% (n = 350,000); apoferritin/1-aminoanthracene competitive binding, fluorescence; Potency, µM (doses to about 77.5 µM), without a hit: at the highest dose activity change, negative = displacement, actives largely listed as inhibitors; further: potency means the concentration at half of the fitted maximal effect; on the % scale 0 is the no-effect control and ±100 the full control effect; nearly all actives have a fitted effect of over 20% in size
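Apoferritin-based anesthetic binding model; compound displacement of fluorescent 1-AMA measured as endpoint fluorescence after 10 minutes at room temperature, scaled to free-ligand and complex controls.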
LDHA block – blocks human lactate dehydrogenase A; purified LDHA, NADH/diaphorase-resazurin fluorescence; stronger effect = lower value; activity change, % (values are at about 110 or 230 µM); actives 0.15% (n = 480,000); in the data active means activity change below about -30%; inconclusive means mostly about -25% to -30%;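 further: plate controls were DMSO wells for no effect and wells without enzyme for full effect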
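Resorufin fluorescence (ex540/em590), read at 0 and 20 min after diaphorase/resazurin addition, reports the NADH left after a 5 min room-temperature reaction of 2 nM human LDH5 with 0.06 mM NADH and 0.2 mM pyruvate.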
Pol eta inh – DNA polymerase eta (human) inhibition; Potency, µM (series often up to 114 µM), for the others: at the highest dose activity change, negative = inhibition, most hits filed as inhibitors; actives 1.2% (n = 390,000); AID 588591; recombinant Pol eta, fluorescent DNA replication assay; Q9Y253; further: potency means the concentration at half of the fitted maximal effect; on the % scale 0 is the no-effect control and ±100 the full control effect
Target sequence (Q9Y253 whole entry, looked up): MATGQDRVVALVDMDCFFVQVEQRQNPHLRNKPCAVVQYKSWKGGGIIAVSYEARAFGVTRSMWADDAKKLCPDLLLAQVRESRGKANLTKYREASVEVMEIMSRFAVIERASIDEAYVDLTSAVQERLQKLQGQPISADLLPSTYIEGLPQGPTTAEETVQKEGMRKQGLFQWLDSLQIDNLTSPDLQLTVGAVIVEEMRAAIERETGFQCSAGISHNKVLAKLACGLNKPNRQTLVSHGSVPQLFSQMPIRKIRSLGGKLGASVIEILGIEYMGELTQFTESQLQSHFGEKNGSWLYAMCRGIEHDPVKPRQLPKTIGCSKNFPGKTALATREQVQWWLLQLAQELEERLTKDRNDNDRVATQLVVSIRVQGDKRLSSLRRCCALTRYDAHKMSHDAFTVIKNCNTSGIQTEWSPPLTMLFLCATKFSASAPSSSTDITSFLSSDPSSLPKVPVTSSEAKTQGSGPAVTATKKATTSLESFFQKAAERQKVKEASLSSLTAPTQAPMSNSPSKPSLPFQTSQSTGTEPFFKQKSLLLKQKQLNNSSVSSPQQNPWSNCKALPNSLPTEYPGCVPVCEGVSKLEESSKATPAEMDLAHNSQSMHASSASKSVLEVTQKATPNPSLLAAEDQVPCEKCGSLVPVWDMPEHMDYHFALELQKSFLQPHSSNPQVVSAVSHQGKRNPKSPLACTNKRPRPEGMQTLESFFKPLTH
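Pol eta at 10 nM preincubated with compounds 15 min at room temperature; reaction started with fluorescent substrate (50 nM final) and read kinetically at 0 and 10 min.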
ERG Ets-DNA blk – ERG Ets/DNA interaction inhibition. P11308. fluorescence polarization, His-ERG Ets domain / labelled DNA. Potency, µM (top dose mostly 76.9 µM), inactives show at the highest dose FP activity, negative = inhibition, actives largely listed as inhibitors. actives 0.028% (n = 370,000). AID 624246; active means well fitted inhibition curve with a large enough effect in the polarisation, with a control signal flat; inconclusive means small, poorly fitted or top-dose-only effect, or effect the other way, or a change in a side signal; inactive means no such curve, though single readings can be large or run the other way; the % refers to the polarisation;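 further: polarization taken with two DNA probes labelled with fluorescein and Texas red; potency means the concentration at half of the fitted maximal effect; % of control where 0% means no effect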
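His-tagged ERG Ets domain (1 uM in the protein solution; 300mM KCl, 50mM Tris-HCl, 1mM EDTA, 1mM DTT, pH 7.5) received compound, then a probe mix of 5 nM fluorescein-DNA and 100nM Texas-615-DNA. Fluorescence polarization was read for both dyes.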
POLB inh – blocks human DNA polymerase beta activity; P06746; Pol beta primer extension/strand displacement, fluorescence kinetic; Potency, µM (top dose mostly 114 µM), without a hit: at the highest dose activity change, negative = inhibition, hits mostly inhibitors; actives 1.3% (n = 340,000); further: potency means the concentration at half of the fitted maximal effect; on the % scale 0 is the no-effect control and ±100 the full control effect
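Pol beta (10 nM) and compounds were preincubated 15 min at room temperature, then 50 nM substrate (final) started primer extension/strand displacement. Reads were taken at 0 and 10 min; concentration-response data were fitted to a four-parameter Hill equation.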
* marks the source's active call; other numbers are inactive results; ? = inconclusive; · = no result given; & = joins results of further samples; [ ] = another dose, or the depositor's remark. Unless noted, the call rests on the fitted dose curve; in most records, active means well fitted curve in the direction sought with a large enough effect; inconclusive means small, poorly fitted or top-dose-only effect, or another doubt; inactive means no such curve, though single readings can be large; an effect the other way counts as inactive or inconclusive. These rows are one share of the data; rates above refer to the full screens.

mol | POLB inh | RGS4 inhibitor | Apoferritin bind | ERG Ets-DNA blk | Pol kappa inh | Pol eta inh | LDHA block | APEX1 inh | ALOX12 inh
CC(O)c1cc2c(cc1NC(=O)c1cnn3c1NC(c1ccco1)CC3C(F)(F)F)OCO2 (centres undefined) | 2.7% | 25.7% | -7.4% | 13.4% | -1.6% | -10.6% | -8.6 | -4.1% | -10.3%
Cc1ccnc2nc(C(=O)Nc3nnc(-c4ccc(Cl)cc4)o3)nn12 | ? | -5.3% | -5.0% | 1.2% | ? | ? | 0.7 | 4.6% | ?
O=C(NCCc1nc2ccccc2[nH]1)c1ccc(Br)o1 | 44.9% | 3.5% | 3.5% | 2.3% | 3.3% | -21.2% | -8.2 | -5.8% | -1.4%
c1ccc(CSc2nnnn2-c2ccc3c(c2)OCCO3)nc1 | -7.3% | 3.7% | -18.7% | -2.2% | 0.3% | -16.8% | 1.8 | 4.9% | -8.3%
COc1ccc(CNC(=O)C(c2ccco2)N(C(=O)c2snc(C(N)=O)c2N)c2ccccc2OC)cc1 (centres undefined) | 2.7% | 0.4% | -11.0% | -11.7% | -13.2% | -2.4% | -6.9 | 23.8% | -10.2%
COc1ccc(-c2cc3nc(-c4ccc(Br)cc4)cc(C(F)(F)F)n3n2)cc1 | 13.3% | 4.9% | 0.7% | 0.4% | -4.2% | -7.4% | -6.9 | · | -20.3%
CCCN(CCC)CCCNC(=O)c1cn(-c2ccc(OC)cc2)c(=O)c2ccccc12 | 43.8% | -7.3% | 0.3% | 15.6% | 16.0% | -10.0% | -1.6 | -3.9% | 0.0%
CCC(=O)N1CCc2cc(S(=O)(=O)NC(Cc3ccccc3)C(=O)O)ccc21 (centres undefined) | -28.4%&4.5% | 23.5%&25.7% | 3.9%&-1.8% | 2.0%&2.5% | -1.1% | 0.7%&-19.0% | -4.8&-2.1 | 7.7% | -14.9%&-15.7%
COc1cccc(NC(=O)COC(=O)C2CC3CCCC(C2)C3=O)c1 (centres undefined) | · | 1.8% | · | -4.3% | -22.1% | -3.4% | -4.6 | 7.9% | -0.3%
C=CCN1C(c2ccc(OCC)cc2)=CS/C1=C(\C#N)c1nnc2n1CCCCC2 | 4.5% | -9.2% | 7.0% | 6.5% | -6.6% | -9.9% | -5.2 | 0.6% | -22.5%
COc1ccc(-c2cc3nc4n(c(=O)c3s2)CCCCC4)cc1 | 10.9% | 27.5% | 4.3% | -11.8% | 6.6% | -14.5% | -8.8 | -0.9% | 41.5%
CC[C@@]1(C(=O)OC)N[C@H](CN(C)C(=O)c2ccc(C(C)(C)C)cc2)[C@@H]2C(=O)N(Cc3ccccc3)C(=O)[C@@H]21 | · | 6.3% | · | -4.1% | -11.5% | -14.6% | -3.3 | -14.2% | -1.7%
CC(CNC(=O)c1ccc(CSc2nc3ccncc3n2Cc2ccccc2)cc1)c1ccccc1 (centres undefined) | 16.4% | -14.7% | 44.9%[activator] | 8.5% | -4.8% | -20.6% | -3.4 | · | -0.2%
O=C(CSc1nc2ccccc2c(=O)[nH]1)Nc1ccccc1C(F)(F)F | -18.2% | 1.2% | -7.4% | 5.3% | -0.7% | -4.9% | -4.6 | 8.5% | 25.1%
COC(=O)c1sccc1NC(=O)/C=C/c1c(Cl)cccc1Cl | 41.7% | -4.8% | -13.8% | 0.3% | -13.6% | -6.8% | -1.5 | 9.8% | -17.1%
O=c1oc2ccc3ccccc3c2cc1-c1nnc(Nc2cccc(C(F)(F)F)c2)s1 | 8.7% | 11.3% | 6.4% | -2.2% | -11.4% | · | -8.0 | · | 0.2%
Cc1noc(Cn2c(=O)c3cc4c(cc3n(CC(=O)Nc3cccc(Cl)c3)c2=O)OCO4)n1 | 0.2% | 23.0% | -10.1% | -6.1% | -12.6% | -8.4% | 1.6 | · | 4.3%
CCOC(=O)c1c(S(=O)(=O)NC2CCN(C(=O)OCC)CC2)c(C)n(C)c1C | -1.9% | 22.2% | -4.0% | 2.9% | -22.3% | -10.7% | -2.1 | -11.0% | 0.4%
CN(C)c1ccc(Nc2ncnc3c2c(-c2ccccc2)cn3-c2cccc(Cl)c2)cc1 | 3.3% | -3.4% | 52.5%[activator] | 10.3% | -10.5%[60.1 µM] | -12.4% | -2.9 | · | -2.9%
O=C(Nc1ccc(F)c(F)c1)c1ccc(=O)n(Cc2ccc(F)cc2)c1 | 7.8% | -20.7% | -14.6% | -4.1% | -5.7%[60.1 µM] | -15.0% | -1.6 | · | 0.0%

(more compounds)
mol | POLB inh | RGS4 inhibitor | Apoferritin bind | ERG Ets-DNA blk | Pol kappa inh | Pol eta inh | LDHA block | APEX1 inh | ALOX12 inh
CCc1ccccc1NC(=O)c1oc(=O)c2ccccc2c1-c1ccccc1 | -14.8% | 7.6% | -9.4% | 13.2% | -3.4%[60.1 µM] | -23.6% | -6.1 | · | -11.3%
O=C(Nc1ccc(-c2nc3ccccc3o2)cc1)c1ccc(N2CCOCC2)c([N+](=O)[O-])c1 | 21.5% | -0.1% | -14.3% | 6.7% | 3.6% | -11.7% | -2.2 | -2.7% | 9.3%
Clc1ccc(-c2n[nH]c3c2CCC3)cc1Cl | 4.3% | -13.1% | ? | -2.9% | 2.3% | -6.5% | -1.3 | -10.1% | 0.0%
Cc1cc(/C=C2\SC(=S)N(C)C2=O)c(C)n1-c1ccc(O)cc1 | 3.1% | -0.4%[11.4 µM] | ? | 18.9% | -12.0% | ? | 0.2 | -1.4% | ?
CCO/N=C(/C)c1c(O)cc(-c2ccccc2)n(-c2ccccc2)c1=O | 38.0% | -47.1% | -10.9% | 8.6% | -7.4% | -7.1% | 0.4 | 1.2% | 4.7%
Cc1ccccc1N(C(=O)c1snc(C(N)=O)c1N)C(C(=O)NCc1ccccc1)c1ccc(O)cc1 (centres undefined) | 14.0% | -14.4% | 44.9%[activator] | 15.0% | 5.7% | -20.0% | 1.1 | 16.2% | ?
CN(CC(=O)NCCN1CCOCC1)S(=O)(=O)c1ccc(F)cc1 | 16.2% | -33.6% | -8.8% | -1.4% | 0.5% | -19.0% | -7.8 | 7.9%[12.4 µM] | 9.1%
N[C@@H](Cc1ccccc1)C(=O)N1CCOCC1 | · | -12.3% | · | -7.5% | -1.8% | -19.1% | -1.6 | 34.8% | -12.3%
C[C@H](CO)N1C[C@H](C)[C@@H](CN(C)Cc2ccccc2)Oc2c(NS(=O)(=O)c3ccc(F)cc3)cccc2C1=O | · | 19.7% | · | -3.7% | -3.1% | -1.3% | -3.0 | 7.1% | -1.3%
CC1CCCN(CCCN2C(=O)C3C(C(=O)Nc4ccc(Cl)cc4)C4C=CC3(O4)C2C(=O)NC2CCCCC2)C1 (centres undefined) | -5.4% | 16.0% | -5.9% | 3.1% | -12.3% | 2.0% | -6.1 | 22.9% | 7.2%
COc1cccc(NS(=O)(=O)NC(=O)c2c[nH]c3ccccc23)c1 | -5.9% | 13.7% | -9.5% | -0.9% | -15.9% | 1.8% | 13.8 | -13.7% | 3.8%
CN1CCC(OC(=O)c2ccco2)CC1 | -1.9% | -12.3% | -1.5% | 1.7% | -9.5% | -15.4% | -0.4 | 4.0% | 68.4%[activator]
O=C(NC1CCCCC1)c1ccccc1NC(=S)NC(=O)C1CC1 | 22.3% | -15.4% | 2.2% | -1.4% | -21.8% | -14.0% | -3.9 | -1.2% | 0.7%
Cn1ncc2c(Nc3ccc(Cl)c(Cl)c3)ncnc21 | 14.0% | 8.1% | -9.6% | 2.4% | 1.9% | -15.7% | -15.5 | 38.6% | -16.8%
O=C(Nc1ccc2c(c1)OCO2)c1ccc(Cl)cc1Cl | 8.7% | 5.7% | -4.3% | 12.4% | -5.0% | -8.4% | -0.4 | 4.8% | -58.6%
COc1ccccc1N1CCN(S(=O)(=O)c2ccc3c4c(cccc24)C(=O)N3)CC1 | 4.5% | 4.7% | ? | · | -8.9% | -9.8% | -1.9 | -2.6% | -4.2%
COc1ccc(OC)c(CNC(=O)C2CCC(=O)N(CCCN3CCCC3=O)C2)c1 (centres undefined) | 18.0% | -14.9% | -3.5% | 16.5% | -21.1% | -12.1% | 4.5 | -12.0% | 61.0%[activator]
CCN1CCC(CNCc2cn(-c3ccc(OC)cc3)nc2-c2ccccc2Cl)C1 (centres undefined) | 67.8% | -10.1% | -10.5% | -3.9% | -8.7% | -14.5% | -3.3 | -3.4% | -21.6%
O=S(=O)(Nc1cccc(-c2ccc(N3CCCC3)nn2)c1)c1ccccc1C(F)(F)F | -10.9% | -25.5% | -21.3% | -0.9% | -6.2%[60.1 µM] | -3.8% | -6.0 | · | -18.0%
CC(C)c1ccc(NC(=O)Cn2nnc(C(=O)NCc3ccc(Cl)cc3)c2N)cc1 | -0.7% | -37.2% | 3.1% | 4.0% | -18.8% | -12.3% | -19.7 | · | -12.7%
CC(=O)Nc1sc(C)c(C)c1CN1CCN(Cc2ccccc2)CC1 | 41.6% | -30.5% | -6.2% | -0.4% | -1.7% | -18.3% | -1.7 | 15.2% | 6.9%
